# From PubChem
# CTSL1 counter = Fasciola hepatica cathepsin L1 inhibitors, primary screen, counter-screen for PFM18AAP inhibitor project, biochemical, QFRET, fluorogenic peptide substrate | recombinant F. hepatica cathepsin L1, Z-Leu-Arg-MCA fluorescence | inhibition, % at 5.96 µM | 0.49% of 300,000 active;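 active = inhibition above the mean of all tested compounds plus 3 SD, set per screening campaign, cut at about 17% in these data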;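 note: 0% = plate median of test compound wells and 100% = 1 µM Z-Phe-Ala-diazomethylketone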
# TPT1 inhibitor = Candida albicans TPT1 enzyme inhibitors, primary screen, biochemical, fluorescence polarization; 0.81% of 300,000 active; AID 1962, 2009; recombinant caTPT1, FP RNA substrate dephosphorylation; inhibition, % at 5 µM;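 active = inhibition above the mean of all tested compounds plus 3 SD, set per screening campaign, cut at about 24% in these data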;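 note: plate controls were DMSO alone for no effect and ferristatin control at 100 nM for full effect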
# proCasp7 act = procaspase-7 activators, primary screen, counter-screen for procaspase-3 activator project, biochemical, absorbance, HTS, human. recombinant procaspase-7, Ac-DEVD-pNA absorbance 405 nm; D23A/D198A/D206A triple mutant, cannot self-cleave; scale: DMSO 0, 5 µM enzyme 100. activation, % at 8.5 µM. 0.093% of 330,000 active. AID 463210, 2010;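 active = percent activation above the screen-wide mean plus 3 SD, cut at about 25% in these data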
# Target sequence (P55210 whole entry D23A/D198A/D206A): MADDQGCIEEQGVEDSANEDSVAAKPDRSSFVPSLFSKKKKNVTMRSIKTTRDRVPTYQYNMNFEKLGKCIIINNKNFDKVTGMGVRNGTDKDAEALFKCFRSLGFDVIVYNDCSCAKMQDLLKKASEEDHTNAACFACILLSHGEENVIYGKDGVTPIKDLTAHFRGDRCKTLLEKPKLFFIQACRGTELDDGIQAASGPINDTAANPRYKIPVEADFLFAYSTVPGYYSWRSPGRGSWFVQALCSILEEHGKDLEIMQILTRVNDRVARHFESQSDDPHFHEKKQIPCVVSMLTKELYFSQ
#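 System: Procaspase-7 triple mutant (PC-7 D3A); measure: % activation from two-timepoint absorbance difference, scaled to controls; times: 1 h compound preincubation, 2 h substrate cleavage, 25 °C; also added: Ac-DEVD-pNA substrate, 400 µM as added; measured by: Epi-absorbance of released pNA at 405 nm, two timepoints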
# HCV core dimer = inhibitors of HCV core protein dimerization, primary screen, biochemical, TR-FRET, high-throughput; inhibition, % at 5 µM; 0.33% of 300,000 active; TR-FRET GST/Flag-core106 dimerization, 1536-well;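 active = inhibition above the mean of all tested compounds plus 3 SD, set per screening campaign, cut at about 45% in these data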
#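 assay system = GST-tagged and Flag-tagged HCV core protein residues 1-106 | controls = unlabelled core106 and no-GST-core106 wells | incubation = compound-protein-antibody incubation 4 h at 22.5 °C | probe or stimulus = Eu donor and XL665 acceptor anti-tag antibodies | read-out = % inhibition based on acceptor/donor emission ratio | signal = TR-FRET 671 and 617 nm emission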
# procasp3 activ = activators of human procaspase-3 D3A mutant, primary screen, biochemical, absorbance, PC-3 D3A mutant, single concentration; 0.11% of 330,000 active; recombinant procaspase-3 D3A, Ac-DEVD-pNA absorbance 405 nm; activation, % at 8.5 µM;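 active = activation above the mean of all tested compounds plus 3 SD, cut at about 21% in these data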;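 note: 0% = DMSO alone and 100% = DMSO wells spiked with extra 5 µM PC-3 D3A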
# Target sequence (P42574 whole entry D9A/D28A/D175A): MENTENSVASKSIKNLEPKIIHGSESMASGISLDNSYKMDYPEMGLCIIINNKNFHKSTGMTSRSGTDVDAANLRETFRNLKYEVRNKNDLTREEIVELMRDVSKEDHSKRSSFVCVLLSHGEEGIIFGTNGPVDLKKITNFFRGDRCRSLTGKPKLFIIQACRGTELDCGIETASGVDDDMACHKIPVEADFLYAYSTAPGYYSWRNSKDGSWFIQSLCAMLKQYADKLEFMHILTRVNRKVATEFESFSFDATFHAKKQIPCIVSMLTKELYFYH
#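 Test system: Procaspase-3 D3A mutant; medium: Zinc-free HEPES/NaCl buffer with 0.01% Triton X-100 at pH 7.4; reagent: DEVD-pNA substrate; doses: one concentration, 8.5 µM nominal, 0.8% DMSO; times: 1 h preincubation plus 2 h reaction at 25 °C; signal: Epi-absorbance at 405 nm of released p-nitroaniline, 0 and 120 min; replicates: singlicate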
# PAFAH2 inh = PAFAH2 enzyme inhibitors, primary screen, biochemical, fluorescence polarization, human | Platelet-activating factor acetylhydrolase 2, cytoplasmic (Homo sapiens), Q99487 | inhibition, % at 3.39 µM | 0.99% of 340,000 active | recombinant PAFAH2, FP-rhodamine activity probe;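 active = inhibition above the mean over all tested compounds plus 3 SD, cut at about 30% in these data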;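 note: inhibitors block probe labeling of enzyme so polarization drops; 0% = enzyme with DMSO and 100% = wells lacking PAFAH2 protein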
# PP5 primary = PP5 phosphatase inhibitors, primary screen, biochemical, fluorescence; Serine/threonine-protein phosphatase 5 (Homo sapiens), P53041; purified PP5c, OMFP substrate fluorescence; inhibition, % at 6.7 µM; 0.18% of 320,000 active; AID 1987, 2009;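 active = inhibition above the campaign's mean inhibition across all tested compounds plus 3 SD, cut at about 9.5% in these data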;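 note: 0% = DMSO only and 100% = 100 µM cantharidin control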
# AHR activator = AHR activators, primary screen, cell-based, luminescence, luciferase reporter, human; 2.5% of 320,000 active; AID 2796, 2010; Aryl hydrocarbon receptor (Homo sapiens), P35869; AHR-responsive luciferase reporter cells; activation, % at 5 µM; in the data active = activation above about 47%;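 note: 0% = vehicle wells and 100% = reference agonist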
# PP1 counter = PP1-alpha phosphatase inhibitors, primary screen, counter-screen for PP5 inhibitor project, biochemical, fluorescence, OMFP substrate, single point; Serine/threonine-protein phosphatase PP1-alpha catalytic subunit (Homo sapiens), P62136; purified PP1alpha; inhibition, % at 6.7 µM; 0.9% of 320,000 active;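 active = inhibition above the mean inhibition of all tested compounds plus 3 SD, computed separately for each screening campaign, cut at about 15% in these data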
# Target sequence (P62136 whole entry, looked up): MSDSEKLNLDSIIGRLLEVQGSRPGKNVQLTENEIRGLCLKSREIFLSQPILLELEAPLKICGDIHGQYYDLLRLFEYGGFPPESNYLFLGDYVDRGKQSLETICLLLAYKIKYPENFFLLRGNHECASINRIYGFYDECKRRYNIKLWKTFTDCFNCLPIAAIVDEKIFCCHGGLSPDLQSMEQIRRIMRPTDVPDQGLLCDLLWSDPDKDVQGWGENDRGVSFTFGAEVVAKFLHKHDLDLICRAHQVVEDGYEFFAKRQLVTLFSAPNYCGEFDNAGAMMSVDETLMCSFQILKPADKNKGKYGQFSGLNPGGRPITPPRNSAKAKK
# Active calls of the source: *; . = not tested or not shown.
SMILES,CTSL1 counter,TPT1 inhibitor,proCasp7 act,HCV core dimer,procasp3 activ,PAFAH2 inh,PP5 primary,AHR activator,PP1 counter
COc1ccc2cc(CCNS(=O)(=O)c3ccc(NC(C)=O)cc3)c(=O)[nH]c2c1,2,3,2,9,0,-4,-0.7,-3,-3
CCCSCCCNC(=O)CN1C(=O)COc2ccc(S(=O)(=O)N3CCCC3)cc21,13,0,-11,9,0,0,2.1,-3,-3
Cc1c(NC(=O)C(C)Oc2ccc(Br)cc2Cl)c(=O)n(-c2ccccc2)n1C (stereo not given),0,-2,6,-7,11,6,-0.8,0,-3
Cc1ccc(SCCCn2cncn2)cc1,-1,-6,-6,0,-3,-3,-0.2,1,-1
S=C(NCc1ccccc1)N1CCn2cccc2C1c1ccncc1 (stereo not given),5,2,9,-3,-12,-7,3.4,1,-2
CN(C)c1ccc(C=C2C(=O)OC(C)(C)OC2=O)cc1,1,6,-4,-6,3,2,2.7,2,-14
COc1cc(/C=C2/SC(=S)N(CCC(=O)Nc3ccccc3)C2=O)cc(OC)c1OC,6,8,-10,6,1,-8,-0.5,1,1
COC(=O)/C=C1/S/C(=N/NC(=O)c2ccc(Cl)cc2Cl)NC1=O,4,-4,3,0,-2,.,-2.4,1,-2
COc1ccc(/C=C2/SC(=O)N(CCC(=O)Nc3ccccc3)C2=O)cc1OC,1,-3,4,-6,0,-7,2.0,1,6
Cc1ccc(S(=O)(=O)N2CCOCC2)cc1NC(=O)CSc1cccc[n+]1[O-],-1,-2,5,-4,5,2,1.0,3,-2
Cc1cc(Nc2ccccc2N2CCOCC2)n2ncnc2n1,0,0,2,-1,16,-3,-2.3,3,-4
Cc1nc2c(-c3ccc(F)cc3)c(C)nn2c(C)c1CCC(=O)N1CCN(c2ccc(F)cc2)CC1,0,2,-2,2,-1,3,-0.4,-2,-4
CCOc1ccc(NC(=O)CC2C(=O)N(c3ccc(OCC)cc3)C(=S)N2C2CC2)cc1 (stereo not given),-1,-1,5,7,-5,2,0.8,1,1
CN(C)c1nc(N)c([N+](=O)[O-])c(NCC2CCCO2)n1 (stereo not given),3,-2,3,-4,4,.,-0.6,2,-6
CCc1nnc(NC(=O)CSc2nnc(COc3ccc(C#N)cc3)n2-c2ccccc2)s1,1,5,-2,-1,-5,1,3.5,0,6
COc1ccc(C2CC(=O)C(CS(=O)(=O)c3ccccc3)C(=O)C2)cc1 (stereo not given),2,0,-25,-2,-15,.,0.9,0,0
CC1CN(C(=O)c2cc(Br)c(Br)s2)CC(C)O1 (stereo not given),.,.,15,.,-2,2,0.5,0,4
CC(C)c1ccc(OCc2ccc(C(=O)N(C)C)o2)cc1,-1,1,-2,-2,-1,1,1.4,-1,-1
COC(=O)c1ccc(COC(=O)C(CCSC)NC(=O)COc2ccccc2)cc1 (stereo not given),-14,-1,1,-3,-5,5,-0.2,-1,-4
COCCOC(=O)C1=C(C)NC(=S)NC1/C=C/c1ccccc1 (stereo not given),-2,-1,1,7,-1,1,0.8,2,1

# Some of the entries so far, as tab-separated lines.
canonical_smiles	CTSL1 counter	TPT1 inhibitor	proCasp7 act	HCV core dimer	procasp3 activ	PAFAH2 inh	PP5 primary	AHR activator	PP1 counter
CCc1nnc(NC(=O)CSc2nnc(COc3ccc(C#N)cc3)n2-c2ccccc2)s1	1	5	-2	-1	-5	1	3.5	0	6
COc1ccc(C2CC(=O)C(CS(=O)(=O)c3ccccc3)C(=O)C2)cc1 (stereo not given)	2	0	-25	-2	-15	.	0.9	0	0

# Going on with the list.
SMILES,CTSL1 counter,TPT1 inhibitor,proCasp7 act,HCV core dimer,procasp3 activ,PAFAH2 inh,PP5 primary,AHR activator,PP1 counter
Cc1ccc(C(=O)O/N=C2/CC3CCC2(C)[C@@]3(C)CBr)cc1 (stereo not given in full),4,-2,9,5,2,17,1.2,1,1
COc1cccc(CN2CCNC(=O)C2CC(=O)N(Cc2cnn(C)c2)C(C)C)c1 (stereo not given),2,-4,-11,-4,-6,2,2.1,-1,1
O=C(Cn1cnc2c(cnn2-c2ccccc2)c1=O)NC1CCCC1,0,0,2,7,11,2,-0.5,2,1
COC(=O)CNC(=O)CNC(=O)Nc1ccccc1Cl,-2,3,3,-3,1,9,3.9,-1,-1
COc1ccc(C(C)=O)cc1CSc1nnc(SCc2cc(C(C)=O)ccc2OC)s1,2,0,-3,0,1,.,1.4,-2,-1
Cc1coc(NC(=O)CSc2nc(-c3ccncc3)cc(C(F)(F)F)c2C#N)n1,2,-56,-4,-1,8,9,1.3,7,4
Cc1ccc(-n2c(O)c(C=Nc3ccccc3-c3n[nH]c(=S)[nH]c3=O)c3ccccc3c2=O)c(C)c1,2,-5,-12,29,3,6,2.7,-1,8
Cc1ccc2cc(CN(C)S(C)(=O)=O)c(=O)[nH]c2c1,-2,0,4,-8,-7,.,2.3,5,2
C=CCNC(=O)CSc1nnc(-c2cccs2)o1,-1,0,8,-6,-4,4,-1.0,7,1
N=c1sccn1CC(=O)Nc1cc(Cl)ccc1Oc1ccccc1,-7,1,-9,-3,-5,1,-0.9,0,0
COc1cc(/C=C2\C(=N)N3N=C(N4CCOCC4)SC3=NC2=O)ccc1OC(=O)c1ccccc1,0,11,-10,21,5,26,3.0,3,0
c1ccc(OCCCn2nnc(-c3ccc(N4CCOCC4)cc3)n2)cc1,1,0,12,-3,-5,2,3.1,5,6
O=C1C2C3C=CC(C4CC34)C2C(=O)N1Cc1ccccc1 (stereo not given),-6,-1,-8,-4,-2,7,-5.4,-2,2
CC(Oc1cccc(Cl)c1)C(=O)Nc1ccc([N+](=O)[O-])cn1 (stereo not given),2,-1,15,-3,8,4,0.9,-5,0
Cc1cc2cc(C)c3nnc(SCC(=O)NCc4ccc5c(c4)OCO5)n3c2cc1C,0,3,-6,5,-6,-1,3.6,-5,-6
Cc1cc(C(=O)COc2cccnc2[N+](=O)[O-])c(C)n1-c1ccccc1,1,7,-32,6,-18,-9,0.2,-14,2
C=C(C)Cn1c(SCC(=O)O)nnc1-c1ccccc1,-1,0,2,-5,8,-1,-1.5,0,-1
O=C1[C@H]2[C@@H](c3ccc(F)cc3)N3C(=O)N(c4ccccc4)C(=O)[C@@]3(Cc3ccc(Cl)cc3)[C@H]2C(=O)N1C1CCCCC1,2,-4,-4,27,1,-13,0.5,2,12
Cc1nc2nc(C)c(CCC(=O)NC3CCCCC3)c(C)n2n1,-5,1,6,-2,-4,6,0.7,-2,-2
CC1Cc2cc(S(=O)(=O)CCC(=O)NC3CCCCC3)ccc2N1C(=O)C1CC1 (stereo not given),-6,-3,12,-2,7,1,-1.8,0,-9
CN(C)S(=O)(=O)c1ccc(C(=O)OCCn2cnc3c2c(=O)n(C)c(=O)n3C)cc1,-1,2,-1,4,0,-5,0.5,0,-6
O=C(CCCn1nnc2ccccc2c1=O)N[C@H](C(=O)O)c1ccccc1,-1,-2,10,0,1,-2,-0.6,-1,-6
COc1ccc(CC(=O)NCC2CCCN(Cc3cccc(C(F)(F)F)c3)C2)cc1 (stereo not given),-4,1,-4,-12,2,-9,-0.8,3,-2
COc1ccccc1Nc1nnc(SCC(=O)NC2CC2)s1,.,.,12,.,-5,4,-0.7,5,0
CCOC(=O)COn1c(=O)c(-c2ccc(OCC)cc2)[n+]([O-])c2ccccc21,5,-5,4,-11,-1,-4,-0.6,0,-1
CC(C)(C)NC(=O)c1ccc2c(c1)N(CC(=O)NC1CCCC1)C(=O)C(C)(C)O2,-1,-3,10,-2,-1,5,2.3,0,1
O=C(COC(=O)c1ccc(Cl)cc1O)Nc1cccnc1Cl,0,1,2,-9,-4,2,1.5,5,-3
CCN(CC)CCNC(=O)c1ccc(NC2=NC3CS(=O)(=O)CC3S2)cc1 (stereo not given),1,-1,14,-17,12,8,1.3,3,1
CCCCC(=O)Nc1ccc(NC(=O)c2ccco2)cn1,3,-1,-4,2,-2,-7,-0.6,-1,-1
Cc1ccc(N(C(=O)c2ccccn2)C2(C(=O)NC3CCCC3)CCCCC2)cc1,3,3,1,4,-2,2,-0.3,7,-2
CC(C)C(c1nnnn1C(C)(C)C)N1CCOCC1 (stereo not given),-13,1,-5,-5,4,-4,2.7,5,-9
O=C1C(=O)N(CCN2CCOCC2)C(c2cccnc2)/C1=C(/O)c1ccccc1 (stereo not given),5,-1,3,0,2,.,1.9,9,0
COc1cc(OC)c(OC)cc1CN1CCN(Cc2ccc(SC)cc2)CC1,3,1,6,-1,2,-3,0.0,0,-1
CSc1nc2nc3c(cc2c(=O)n1-c1cccc(C)c1)COC(C)(C)C3,4,1,3,5,0,.,0.4,3,-5
CCOc1ccc(N=C(NC#N)SCC(=O)NC2CC2)cc1,5,2,-4,-2,-10,7,0.9,33,0
COCCSc1nnc(NC(=O)C(C)(C)C)s1,-2,-2,6,-7,7,-5,3.7,4,-4
Cn1c(C(=O)NCCN2CCOCC2)cc2sccc21,3,-3,-10,-4,2,-5,3.1,1,-3
C=CC[n+]1c(-c2ccc(OC)cc2)csc1NNC(=O)Nc1ccccc1,-2,12,-16,8,-8,-3,2.3,13,1
CN(C)C(=O)NC1CCCCCCCCCCC1,2,-3,15,-3,12,1,-1.5,0,2
COc1cc(/C=N/Nc2nn3cnnc3c3ccccc23)ccc1O,3,2,18,-5,-4,3,0.4,37,-1
COc1ccc(OCC(=O)NNC(=O)C(=O)Nc2ccccc2)cc1,.,.,10,.,15,3,.,2,.
COc1ccc(-n2cnc3cc(NCc4ccccn4)ccc32)cc1,-7,2,-9,-3,-3,2,5.3,5,-6
CCOc1ccc(-c2cc(CCCC(=O)NCCc3ccccc3)no2)cc1,-6,1,-5,-2,1,-9,-0.2,-3,-3
COC(=O)c1ccc(N(C(=O)CNC(=O)c2ccco2)C(C(=O)NC2CCCC2)c2ccco2)cc1 (stereo not given),9,1,-7,0,0,9,1.9,4,2
Cc1cccc(-n2ccnc2SCC(=O)Nc2nccs2)c1C,3,-6,-1,-4,0,6,4.7,9,0

# 3 of the entries above in order of their number in PP5 primary, lowest first:
SMILES,PP5 primary
CCOc1ccc(-c2cc(CCCC(=O)NCCc3ccccc3)no2)cc1,-0.2
Cc1cccc(-n2ccnc2SCC(=O)Nc2nccs2)c1C,4.7
COc1ccc(-n2cnc3cc(NCc4ccccn4)ccc32)cc1,5.3
